High-throughput results from PubChem BioAssay.
LEDGF integ inh – blocks HIV-1 LEDGF/p75-dependent DNA integration | TR-FRET IN-LEDGF/p75 DNA integration, Eu/Cy5 | inhibition, % at 3.7 µM | 370,000 tested, 0.64% active;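 active means inhibition above the screen-wide mean plus 3 SD, cut at about 13% in these data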;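 further: signal is the Cy5 over europium emission ratio at 671 and 618 nm; 0% = plate median of compound wells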
TCR-CD3 inh – inhibitors of human TCR-CD3 interaction; inhibition, % at 9.4 µM; TAMRA-labeled TCR probe fluorescence, biochemical; AID 651800; 360,000 tested, 0.37% active; in the data active means inhibition above about 19%;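 further: recombinant mutant TCR 2C K166C tagged with TAMRA read by polarization; 0% = receptor in buffer alone and 100% = receptor with positive control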
rCAG binder – binds r(CAG) RNA repeats; r(CAG) RNA repeat, TO-PRO-1 dye displacement fluorescence; inhibition, % at 3 µM; 370,000 tested, 1.3% active;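 active means inhibition above the plate cutoff, the mean of all test compounds on that plate plus 3 SD, cut at about 35% in these data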;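 further: 0% = DMSO alone and 100% = 100 µM mitoxantrone as full dye displacement; higher means more dye released from RNA so lower well fluorescence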
HTRA1 inhibitor – blocks human HTRA1 serine peptidase | Q92743 | inhibition, % at 5.96 µM | 340,000 tested, 0.5% active | recombinant HTRA1, FP-rhodamine activity-based probe, fluorescence polarization; in the data active means inhibition above about 36%;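 further: 0% = enzyme with DMSO and 100% = wells lacking enzyme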
UHRF1 binding – blocks human UHRF1 binding to methylated DNA; Q96T88; UHRF1 binding to methylated oligo, TR-FRET; inhibition, % at 4.4 µM; 370,000 tested, 0.75% active; AID 687016; in the data active means inhibition above about 21%;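 further: UHRF1 SRA domain binding a hemimethylated CpG hairpin DNA probe; 0% = median of test compound wells and 100% = reference inhibitor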
PRMT1 FP inh – inhibitors of human PRMT1; recombinant PRMT1, activity-based probe fluorescence polarization; inhibition, % at 2.79 µM; 370,000 tested, 1.3% active;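 active means inhibition above about 21% made by adding two undisclosed values, limit read from the data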
Target sequence (Q99873 whole entry, looked up): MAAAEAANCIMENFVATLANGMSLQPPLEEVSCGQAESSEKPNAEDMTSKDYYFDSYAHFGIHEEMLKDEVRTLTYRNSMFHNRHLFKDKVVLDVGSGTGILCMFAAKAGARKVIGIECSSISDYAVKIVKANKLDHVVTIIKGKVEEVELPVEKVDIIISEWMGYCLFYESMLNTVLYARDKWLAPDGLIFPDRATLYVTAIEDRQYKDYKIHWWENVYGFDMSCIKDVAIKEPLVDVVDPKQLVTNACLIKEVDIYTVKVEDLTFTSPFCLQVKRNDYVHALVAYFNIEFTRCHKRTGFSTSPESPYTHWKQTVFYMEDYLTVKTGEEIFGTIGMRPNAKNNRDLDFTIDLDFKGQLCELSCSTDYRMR
ABHD4 inh – ABHD4 (mouse) inhibition, primary FP screen | 370,000 tested, 0.54% active | Q8VD66 | inhibition, % at 8.92 µM | purified mABHD4, FP-Rh probe fluorescence polarization;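 active means inhibition exceeding the mean over every tested compound plus 3 SD, cut at about 30% in these data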;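 further: 0% = plate median of compound wells and 100% = S159A mutant with DMSO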
Target sequence (Q8VD66 whole entry, looked up): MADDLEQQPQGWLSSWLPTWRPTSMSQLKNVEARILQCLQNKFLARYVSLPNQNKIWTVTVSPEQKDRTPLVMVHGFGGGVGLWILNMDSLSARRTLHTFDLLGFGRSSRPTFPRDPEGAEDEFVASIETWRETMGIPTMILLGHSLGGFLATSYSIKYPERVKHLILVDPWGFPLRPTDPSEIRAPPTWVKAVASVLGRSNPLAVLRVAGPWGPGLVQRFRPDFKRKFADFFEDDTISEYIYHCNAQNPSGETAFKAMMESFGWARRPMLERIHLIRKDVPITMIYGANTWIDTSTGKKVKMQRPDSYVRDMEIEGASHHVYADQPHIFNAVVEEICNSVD
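Test system: mABHD4 protein; Read-out basis: % inhibition; Incubation: 45 min + 60 min at 25 °C; Repeats: single replicate; Technique: fluorescence polarization with parallel and perpendicular emission, 525/598 nm; Compound: 8.92 µM, single dose; Benchmarks: full inhibition S159A mutant plus DMSO, zero as sample-well median.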
PG9 binder – PG9 antibody binding by small molecule. TR-FRET gp120-PG9 antibody binding. inhibition, % at 6.7 µM. 360,000 tested, 0.43% active. AID 624416; in the data active means inhibition above about 8.5%
NR1D1 modulator – modulators of human Rev-erb alpha DNA binding; P20393; Rev-erbα–FITC-DNA binding, fluorescence polarization, 90 min; activity, % at 10 µM; 370,000 tested, 0.79% active;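 active means activity above about 14%, limit read from the data; passing the limit was not always enough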;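 further: 0% = DMSO wells with 35 nM protein and 100% = DMSO wells with 750 nM protein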
MBD2 inh – MBD2-methylated oligo binding inhibition; 370,000 tested, 0.31% active; inhibition, % at 4.4 µM; TR-FRET, MBD2 binding to methylated oligonucleotide; Q9UBB5; AID 686964; in the data active means inhibition above about 13%
The depositor's hits bear a star.

SMILES | LEDGF integ inh | TCR-CD3 inh | rCAG binder | HTRA1 inhibitor | UHRF1 binding | PRMT1 FP inh | ABHD4 inh | PG9 binder | NR1D1 modulator | MBD2 inh
COC(=O)c1ccc2nc(NC(=O)CCS(=O)(=O)c3ccccc3)sc2c1 | -2 | 5 | -3 | 8 | -1 | 0 | 1 | 15* | 43* | -3
O=C(Nc1ccc(F)cc1F)c1cc2ccccc2oc1=O | 4 | -7 | -1 | 6 | 2 | 0 | 3 | -3.1 | -1 | 2
COc1cccc(Cn2cc(-c3cccc(C(F)(F)F)c3)nn2)c1 | -1 | 8 | -4 | -25 | 7 | -1 | -14 | -0.3 | -6 | 0
COc1ccc(C(=O)Nc2ccc3nc(C)sc3c2)cc1OC | 0 | -1 | -3 | 1 | 0 | -3 | -4 | -1.6 | -5 | 4
Cc1cccc(OCC(=O)Nc2ccc3c(c2)nc(CCN2CCCCC2)n3C)c1 | -3 | 11 | -5 | 3 | -2 | -4 | -5 | -2.1 | 1 | -3
Cn1c(COc2ccccc2)nnc1SCC(=O)Nc1ccc(N2CCOCC2)cc1 | 4 | 0 | -4 | 2 | 3 | -2 | -11 | -1.9 | 2 | -1
CCOc1ccc2nc(C(C)O)[nH]c2c1 (stereo unspecified) | 2 | 2 | 1 | 5 | -1 | 3 | 2 | 0.3 | 1 | -1
COc1ccccc1CCNC(=O)c1cc(-c2ccccn2)nc2ccccc12 | -5 | -9 | -2 | 0 | -1 | 9 | -10 | 27* | 12 | 7
Cc1ccc2nc(-c3ccc(NC(=S)NC4CC(C)(C)NC(C)(C)C4)cc3)sc2c1 | -2 | 0 | 15 | -8 | -2 | 1 | 0 | -0.5 | 2 | -2
O=Cc1c(N2CCN(c3ccccc3)CC2)nc2ccccn2c1=O | -1 | 12 | -5 | 5 | 0 | -2 | 1 | -1.3 | -7 | 1
CN(CC(O)COCc1ccccc1F)C1CCCCC1 (stereo unspecified) | -1 | 0 | -2 | 0 | -2 | -2 | -3 | 0.0 | -2 | 5
CCN(CC(=O)Nc1ccc(OC)cc1)C(=O)COc1cccc2c1OC(C)(C)C2 | 0 | -6 | -8 | 0 | -1 | 3 | -1 | 0.9 | 5 | -2
CCOc1ccc(OCc2ccc(C(=O)O)o2)cc1 | -1 | -3 | 1 | 4 | 2 | 3 | 4 | 0.5 | -6 | 0
NS(=O)(=O)c1ccc(CNC(=O)/C=C/c2cccc([N+](=O)[O-])c2)cc1 | 0 | -4 | -1 | -2 | -1 | -3 | -3 | -1.5 | -5 | -1
Cc1n[nH]c(C)c1-c1nc2ccccc2[nH]1 | 0 | -1 | 1 | 2 | 4 | -1 | 5 | -0.3 | -4 | -1
COc1ccccc1OCc1nn[nH]n1 | -1 | 1 | -1 | 7 | 1 | -8 | 3 | -2.2 | 2 | 0
O=c1c(O)c(-c2ccc(O)cc2)oc2cc(O)cc(O)c12 | 3 | -6 | 15 | 2 | -6 | -1 | 10 | -0.8 | 0 | -7
CC(=O)c1cccc(NC(=O)c2cccc(N3C(=O)c4ccccc4C3=O)c2)c1 | 4 | -1 | 0 | 12 | -1 | -3 | 1 | 22* | -10 | -4
CCN1CCCC1CNC(=O)c1cc2c(OC)cccc2[nH]1 (stereo unspecified) | 0 | -1 | 5 | -2 | 2 | 4 | 6 | -0.5 | -6 | 4
Cn1cc(/C=C2/SC(=O)N(CC(=O)Nc3ccc4c(c3)OCO4)C2=O)c2ccccc21 | 0 | 1 | 9 | -3 | -3 | -3 | 9 | -3.0 | 5 | -3
CCOC(=O)CCC(NC(=O)CCCCC(=O)NC(CCC(=O)OCC)C(=O)OCC)C(=O)OCC (stereo unspecified) | 5 | 8 | -5 | -1 | 2 | -5 | -10 | -2.8 | -7 | -8
COc1ccc(CCNC(=O)c2cnc3n(c2=O)CCS3)cc1OC | -1 | 0 | -3 | 0 | -1 | 0 | 0 | 0.2 | -4 | -3
COc1ccc(C(=O)N2CCN=C2SCc2cccnc2)cc1OC | -2 | 0 | -1 | 1 | 0 | 9 | 1 | -0.3 | -1 | 4
CCOc1cc(/C=N/NC(N)=O)cc(Br)c1OCc1ccccc1 | -4 | 0 | 5 | -35 | 1 | 4 | -19 | -1.5 | 4 | 0
Nc1c(/C=C2/C=CC(=O)C(O)=C2)c(=O)nc2sc(CC(=O)N3CCCC3)nn12 | 8 | 16 | 20 | 10 | 9 | 5 | 19 | -7.5 | -15 | -3
CCCN(CCC)CCCOC(=O)c1ccc(Cl)cc1Cl | 1 | 7 | -7 | -4 | 1 | -1 | -7 | -3.3 | 0 | -1
Cc1sc(NC(=S)NC(=O)c2cccs2)nc1-c1ccc(C(C)C)cc1 | 2 | -1 | 3 | 3 | 1 | 0 | 4 | -2.6 | 4 | 4
CCOc1ncccc1C(=O)Nc1ccc2c(c1)OCCCO2 | 3 | 0 | -7 | -6 | 2 | -7 | -5 | -1.4 | -1 | 0
O=C(CCC(=O)N1CCN(c2ccccc2F)CC1)N1CCN(c2ccccc2)CC1 | -1 | -3 | -6 | -4 | 2 | 2 | 2 | -0.9 | 0 | 3
CSc1ncc(S(=O)(=O)c2ccccc2)c(=O)[nH]1 | 1 | 5 | 1 | -2 | 3 | 3 | 2 | -0.7 | 0 | -1
CCOC(=O)CSC1=C(C#N)C(c2ccc(C)o2)CC(=O)N1 (stereo unspecified) | 1 | 5 | 7 | 7 | -2 | 7 | 9 | 1.1 | -1 | -6
O=c1cc(-c2ccccc2)nc(SCc2ccc(Cl)cc2)[nH]1 | 1 | -3 | 1 | -5 | 3 | 1 | -3 | -0.6 | 5 | 2
O=C(Nc1ccc2c(c1)oc1ccc(S(=O)(=O)N3CCCC3)cc12)C1CC1 | 24* | 1 | 17 | -39 | -6 | -1 | -30 | 0.0 | 0 | 2
Cc1c(O)ccc2c(=O)c(Oc3ccccc3)coc12 | 1 | -3 | -1 | 5 | -3 | -3 | -3 | -3.9 | 1 | -5
Cc1ccc(C(=O)c2c3ccc(C(F)(F)F)cc3[n+]([O-])n2CCC(N)=O)cc1 | 5 | -5 | 4 | 2 | 4 | 1 | -5 | 1.3 | 12 | 6
O=C(CCN1C(=O)c2cccc3cccc(c23)C1=O)N1CCN(Cc2ccc3c(c2)OCO3)CC1 | -2 | 3 | -6 | 1 | 14 | 1 | -3 | -0.1 | 1 | 6
CC1=C(C(=O)OC2CCCC2)C(c2ccc(C)o2)C2=C(CC(c3cccs3)CC2=O)N1 (stereo unspecified) | -3 | -4 | 7 | -18 | 7 | 10 | -1 | -0.1 | 1 | 3
COC(=O)CSc1nc(NC(C)(C)C)nc(N(C)C)n1 | 4 | -1 | -6 | -4 | 1 | -4 | -6 | 1.2 | -9 | 1
COc1ccc(OC)c(Nc2nc3ccccc3n3cnnc23)c1 | 3 | 6 | 6 | -11 | 0 | 0 | -3 | -2.0 | 14 | 0
O=C(O)CC1CCS(=O)(=O)C1 (stereo unspecified) | 2 | 3 | -1 | 5 | 3 | -3 | 5 | -2.6 | 5 | 4
CCOC(=O)c1c(O)cc(C)cc1Nc1ccccc1 | 1 | -8 | 0 | -10 | 4 | 7 | -11 | 0.9 | 3 | 10
O=C(O)c1cc([N+](=O)[O-])c(Sc2nc3ccccc3[nH]2)c([N+](=O)[O-])c1 | 3 | 4 | 2 | 1 | 3 | 11 | -1 | -5.5 | 0 | -7
CSCCNC(=O)c1ccc(OC2CCN(CCc3ccccc3)CC2)cc1 | 4 | -2 | -11 | -3 | 4 | -4 | -2 | 1.4 | -2 | 1
CCC(CCC(=O)Nc1ccn(-c2ccccc2)n1)C(=O)O (stereo unspecified) | 0 | -6 | 2 | 2 | 0 | 2 | 7 | 0.5 | -3 | 4
CCCCCCCCCCn1c2c(c(=N)c3c1CCC3)CCC2 | 2 | -2 | 15 | 14 | 2 | -4 | 13 | -1.0 | -10 | -3
Cc1ccc(NC(=O)CSc2nc3ccccc3c(=O)n2CCCC(=O)NCCCN2CCOCC2)cc1C | 1 | 3 | -5 | -2 | 0 | 0 | -1 | 1.5 | 1 | -2
O=C(CCl)Nc1cc2[nH]c(=O)[nH]c2cc1Br | -8 | -4 | -1 | 10 | 2 | 13 | 9 | -1.1 | -27 | -1
CCc1cc2c(-c3ccccc3)cc(=O)oc2cc1OC(C)C(=O)NCC1CCC(C(=O)O)CC1 (stereo unspecified) | 6 | 4 | 12 | -1 | -3 | -5 | -6 | -0.4 | -1 | -8

Sorted by SMILES length (low to high): some entries from above
SMILES | LEDGF integ inh | TCR-CD3 inh | rCAG binder | HTRA1 inhibitor | UHRF1 binding | PRMT1 FP inh | ABHD4 inh | PG9 binder | NR1D1 modulator | MBD2 inh
CCOC(=O)c1c(O)cc(C)cc1Nc1ccccc1 | 1 | -8 | 0 | -10 | 4 | 7 | -11 | 0.9 | 3 | 10
O=C(CCl)Nc1cc2[nH]c(=O)[nH]c2cc1Br | -8 | -4 | -1 | 10 | 2 | 13 | 9 | -1.1 | -27 | -1
COC(=O)CSc1nc(NC(C)(C)C)nc(N(C)C)n1 | 4 | -1 | -6 | -4 | 1 | -4 | -6 | 1.2 | -9 | 1
COc1ccc(OC)c(Nc2nc3ccccc3n3cnnc23)c1 | 3 | 6 | 6 | -11 | 0 | 0 | -3 | -2.0 | 14 | 0
CCC(CCC(=O)Nc1ccn(-c2ccccc2)n1)C(=O)O (stereo unspecified) | 0 | -6 | 2 | 2 | 0 | 2 | 7 | 0.5 | -3 | 4
CSCCNC(=O)c1ccc(OC2CCN(CCc3ccccc3)CC2)cc1 | 4 | -2 | -11 | -3 | 4 | -4 | -2 | 1.4 | -2 | 1
Cc1ccc(C(=O)c2c3ccc(C(F)(F)F)cc3[n+]([O-])n2CCC(N)=O)cc1 | 5 | -5 | 4 | 2 | 4 | 1 | -5 | 1.3 | 12 | 6
CC1=C(C(=O)OC2CCCC2)C(c2ccc(C)o2)C2=C(CC(c3cccs3)CC2=O)N1 (stereo unspecified) | -3 | -4 | 7 | -18 | 7 | 10 | -1 | -0.1 | 1 | 3
Cc1ccc(NC(=O)CSc2nc3ccccc3c(=O)n2CCCC(=O)NCCCN2CCOCC2)cc1C | 1 | 3 | -5 | -2 | 0 | 0 | -1 | 1.5 | 1 | -2
CCc1cc2c(-c3ccccc3)cc(=O)oc2cc1OC(C)C(=O)NCC1CCC(C(=O)O)CC1 (stereo unspecified) | 6 | 4 | 12 | -1 | -3 | -5 | -6 | -0.4 | -1 | -8
O=C(CCN1C(=O)c2cccc3cccc(c23)C1=O)N1CCN(Cc2ccc3c(c2)OCO3)CC1 | -2 | 3 | -6 | 1 | 14 | 1 | -3 | -0.1 | 1 | 6
O=C(O)c1cc([N+](=O)[O-])c(Sc2nc3ccccc3[nH]2)c([N+](=O)[O-])c1 | 3 | 4 | 2 | 1 | 3 | 11 | -1 | -5.5 | 0 | -7

Next entries follow.
SMILES | LEDGF integ inh | TCR-CD3 inh | rCAG binder | HTRA1 inhibitor | UHRF1 binding | PRMT1 FP inh | ABHD4 inh | PG9 binder | NR1D1 modulator | MBD2 inh
Cn1ccnc1SCC(=O)Nc1cc(F)ccc1F | -2 | -3 | -4 | 3 | 2 | -4 | 4 | -0.5 | 3 | 1
C=CCNc1nc(Nc2ccc([N+](=O)[O-])cc2)nc(OCC)n1 | 5 | 3 | 1 | 0 | 2 | 1 | 4 | -1.6 | -1 | -1
CN(C(=O)CN1C(=O)/C(=C/c2ccccc2Cl)SC1=S)C1CCS(=O)(=O)C1 (stereo unspecified) | 6 | 2 | 1 | -3 | -2 | -5 | 0 | -3.1 | 3 | -8
CC1(C)CC(=O)c2cnc3c(C#N)cnn3c2C1 | -1 | -4 | 0 | 4 | 0 | 3 | 5 | -1.6 | 2 | 2

A portion of the library; rates above refer to the full screens.
